M5 ag: agonists of human muscarinic M5 receptor (CHRM5); CHO-K1 hM5 cells, Fluo-8 calcium fluorescence; 0% DMSO wells, 100% maximal acetylcholine response; hit rate 0.19% among 360,000; activation, % at 3 µM; AID 624037; P08912;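 active = activation above the run's mean over test compounds plus 3 SD, cut at about 23% in these data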;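 note: signal is peak over basal fluorescence ratio across the kinetic read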
M4 ag: CHRM4 agonism in calcium assay | P08173 | activation, % at 3 µM | CHO-K1 hM4/Gqi5, Fluo-8 calcium fluorescence; vehicle 0%, full acetylcholine response 100% | hit rate 0.14% among 360,000;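 active = activation above the run mean over all test wells plus 3 SD, cut at about 32% in these data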;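 note: peak over basal fluorescence ratio per well then scaled between controls; 0% = DMSO wells and 100% = acetylcholine at EC100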
CHRM1 PAM: human CHRM1 positive allosteric modulation; P11229; CHO-K1 hM1, Fluo-8 calcium fluorescence, ACh EC20; 0% = ACh EC20, 100% = maximal ACh; activation, % at 3 µM; hit rate 0.088% among 360,000; AID 588819; in the data active = activation above about 19%, passing the limit was not always enough
Target sequence (P11229 whole entry, looked up): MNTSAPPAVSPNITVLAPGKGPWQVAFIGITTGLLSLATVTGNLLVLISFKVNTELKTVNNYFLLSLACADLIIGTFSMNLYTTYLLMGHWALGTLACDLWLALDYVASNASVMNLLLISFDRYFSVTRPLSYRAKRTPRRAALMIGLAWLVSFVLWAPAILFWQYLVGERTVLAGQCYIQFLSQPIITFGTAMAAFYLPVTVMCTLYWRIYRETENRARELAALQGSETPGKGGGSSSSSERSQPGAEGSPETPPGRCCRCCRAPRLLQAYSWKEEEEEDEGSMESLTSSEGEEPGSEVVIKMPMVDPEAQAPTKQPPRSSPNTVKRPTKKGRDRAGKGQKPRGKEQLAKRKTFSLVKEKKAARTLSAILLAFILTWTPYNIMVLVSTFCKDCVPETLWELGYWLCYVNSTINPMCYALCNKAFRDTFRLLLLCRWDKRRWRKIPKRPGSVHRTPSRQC
CHRM4 antagonist: CHRM4 antagonism in calcium assay | P08173 | CHO-hM4 cells, ACh EC80, Fluo-8 calcium fluorescence | inhibition, % at 3 µM | hit rate 0.73% among 360,000 | AID 624125;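 active = inhibition above its plate's cutoff, the mean inhibition of sample wells plus 3 SD, cut at about 27% in these data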;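 note: 0% = acetylcholine EC80 with DMSO and 100% = DMSO without agonist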
CHRM1 antagonist: antagonists of human M1 muscarinic receptor; hit rate 1.3% among 360,000; P11229; AID 588852; inhibition, % at 3 µM; CHO-K1 hM1, Fluo-8 calcium fluorescence, ACh EC80 antagonist;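 active = percent inhibition above its own plate's cutoff, namely the mean of that plate's compound wells plus 3 SD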;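 note: peak over basal fluorescence ratio during 140 s after agonist addition; 0% = ACh EC80 plus DMSO and 100% = DMSO alone without agonist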
CHRM5 PAM: positive allosteric modulators of human muscarinic M5 receptor | P08912 | CHO-K1 hM5, Fluo-8 calcium, ACh EC20 PAM; 0% = ACh EC20, 100% = ACh EC100 | activation, % at 3 µM | hit rate 0.3% among 360,000 | AID 624038;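 active = activation above the run cutoff, the mean activation of all test compounds plus 3 SD, cut at about 18% in these data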
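system = human M5 receptor in CHO-K1 cells | compound = one concentration, 3 µM final (nominal) | schedule = Post-acetylcholine fluorescence recording 140 s | signal = Fluo-8 calcium dye fluorescence, kinetic read | benchmarks = low control EC20 acetylcholine (0%), high control EC100 acetylcholine (100%) | repeats = singlicate, one well per test compound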
TAAR1 ag: human TAAR1 agonism; CHO RD-HGA16 TAAR1, Fluo-8 calcium fluorescence; vehicle wells 0%, saturating PEA agonist 100%; activation, % at 3 µM; hit rate 0.99% among 360,000;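 active = activation above the mean activation of all test compounds in the run plus 3 SD, cut at about 38% in these data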
Target sequence (Q96RJ0 whole entry, looked up): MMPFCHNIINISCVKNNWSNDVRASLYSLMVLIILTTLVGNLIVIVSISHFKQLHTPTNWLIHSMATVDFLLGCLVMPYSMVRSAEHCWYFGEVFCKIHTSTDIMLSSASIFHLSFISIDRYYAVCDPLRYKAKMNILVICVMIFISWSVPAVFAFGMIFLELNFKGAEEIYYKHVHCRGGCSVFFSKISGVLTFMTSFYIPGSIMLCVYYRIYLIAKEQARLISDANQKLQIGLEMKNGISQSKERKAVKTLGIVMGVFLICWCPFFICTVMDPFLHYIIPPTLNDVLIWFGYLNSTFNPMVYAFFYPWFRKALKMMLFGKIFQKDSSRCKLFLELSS
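Test system: RD-HGA16 (CHO) cells co-expressing Gα16 and hTAAR1 / Benchmarks: DMSO vehicle as 0%, PEA at EC100 as 100% / Repeats: no replicates (n 1) / Measure: % activation from peak over basal fluorescence ratio, DMSO-to-PEA scaled / Timing: 17-24 h plating, Fluo-8 75 min 37 °C, 30 min RT / Technique: kinetic Fluo-8 calcium fluorescence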
M1 ag: human M1 muscarinic receptor agonism | CHO-K1 hM1, Fluo-8 calcium fluorescence, agonist mode; 0% DMSO, 100% acetylcholine EC100 | activation, % at 3 µM | hit rate 0.33% among 360,000 | P11229 | AID 588814;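 active = activation above the run's mean compound activation plus 3 SD, cut at about 16% in these data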;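 note: peak over basal fluorescence ratio within a 140 s kinetic read after compound addition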
CHRM5 antagonist: CHRM5 antagonism in calcium assay | P08912 | CHO-hM5 cells, Fluo-8 calcium fluorescence, ACh EC80 | inhibition, % at 3 µM | hit rate 0.59% among 360,000;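 active = inhibition above a per-plate cutoff, the mean of that plate's test compounds plus 3 SD, cut at about 27% in these data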;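 note: 0% = acetylcholine EC80 with DMSO and 100% = DMSO without agonist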
Starred values were filed as active, the others as inactive; . = no result given. These rows are one share of the data (hit frequency here may not be typical).

CHRM1 PAM	M1 ag	CHRM5 PAM	M4 ag	M5 ag	CHRM1 antagonist	TAAR1 ag	CHRM4 antagonist	CHRM5 antagonist	structure
5	-8	4	1	0	0	5	-4	-8	CNC(=O)C(=O)NCC1OCCN1S(=O)(=O)c1ccc([N+](=O)[O-])cc1 (stereo unspecified)
-1	15	-8	5	10	12	37*	11	4	O=S(=O)(Nc1ccccc1)c1ccc(Oc2ncc(C(F)(F)F)cc2Cl)cc1
0	-4	-6	3	-3	-6	0	-15	0	O=C(c1ccc2c(c1)N(Cc1ccc(F)cc1)CCS2)N1CCOCC1
-1	-4	-2	0	2	1	5	12	-2	COCc1cc(C)nc(SCC(=O)NCc2ccco2)c1C#N
5	-1	-2	1	-1	1	1	-5	2	COc1cc(C(=O)N2CCCCCCC2)ccc1OC1CCN(C(C)=O)CC1
1	-8	-1	0	-6	-1	2	6	10	COc1ccccc1CN(C)S(=O)(=O)c1cccs1
-3	-6	2	5	-1	-2	1	0	6	Cc1ccccc1N1CCN(C2CCCN(C(=O)CSc3ccccn3)C2)CC1 (stereo unspecified)
8	3	2	1	-2	-42	70*	-7	-5	O=C(O)C1CCCCC1C(=O)NCCc1ccc(Cl)cc1 (stereo unspecified)
4	-5	-3	1	-1	-3	2	-5	-13	CC1CN(Cc2nc3c(c(=O)[nH]c(=O)n3C)n2CCCc2ccccc2)CC(C)O1 (stereo unspecified)
0	-2	-4	0	3	-1	1	-14	4	COc1ccc(-c2cc3ccc(F)cc3cn2)cc1
3	-2	-2	1	1	-5	-2	3	5	Cc1ccc(NC(=O)CN(C)C(=O)CNC(=O)c2ccc3c(c2)OCO3)cc1
5	0	-5	4	2	-9	1	-1	4	O=S(=O)(Nc1nc2ccccc2nc1NCC1CCCO1)c1cc(Cl)ccc1Cl (stereo unspecified)
-1	-1	3	2	0	1	0	-4	5	O=C(CN(C(=O)CNC(=O)c1cccs1)c1ccccc1)NC1CCCCC1
-7	-7	-22	17	-5	21	8	26	19	COc1cc(C#Cc2c(-c3cncn3C)n(C)c3ccc(-c4cnc(OC)nc4)cc23)cc(OC)c1
3	-5	1	-1	3	-7	1	5	5	Cc1ccc(NC(=S)N(CCN2CCOCC2)Cc2cc3cc4c(cc3[nH]c2=O)OCCO4)cc1
5	-1	-2	0	0	-11	5	-9	10	COC(=O)c1nc(N)sc1-c1ccc(Cl)c(Cl)c1
0	-4	6	-1	-1	-14	14	-2	-7	O=c1c2c(nc(NCCO)n1CC1CCCCC1)-c1ccccc1CC21CCCC1
4	-5	-5	4	-3	-4	2	2	7	CCOC(=O)c1ccc(NC(=O)NCc2cccnc2)cc1
-2	-8	-2	0	-2	-3	2	0	3	CCCn1c(SCC(=O)Nc2ccc(S(=O)(=O)N3CCOCC3)cc2)n[nH]c1=O
2	-11	-1	2	-2	3	5	-5	-2	C=CCc1cccc2cc(C(=O)N3CCN(c4ccccn4)CC3)c(=O)oc12
6	-10	-2	0	-4	-17	-2	-3	11	COc1ccc(S(=O)(=O)N2CCN(C3Cc4ccccc4C3)CC2)cc1
-1	-6	3	-1	-9	-1	4	-3	0	COc1ccccc1-c1cnn2c(N3CCOCC3)cc(C)nc12
9	-6	-4	1	-1	-9	0	3	11	CN(CCO)c1cnccn1
10	-3	-5	1	-4	-36	12	-3	-1	O=C(Nc1nc2c(s1)CCCC2)Oc1ccccc1
-8	-7	5	8	1	12	5	2	4	CCC(C)(O)c1[nH]c2ccc(C#N)cc2c1C (stereo unspecified)
8	-10	1	3	-5	-25	7	-4	-5	Cc1ccccc1-n1c(C)nnc1SCc1nc2ccccc2s1
-16	3	-22	23	9	24	4	-7	20	Cc1nc2ccc(S(=O)(=O)Nc3cccc(-c4nc5cccnc5s4)c3)cc2s1
7	1	-5	1	-1	-10	-1	-17	-2	CCOC(=O)c1oc2ccc(S(=O)(=O)n3nc(-c4ccc(Cl)cc4)cc3N)cc2c1C
2	-6	-8	9	4	5	13	2	7	O=C(NCCN1CCOCC1)c1cnn2c(-c3ccccc3)cc(-c3ccccc3)nc12
-22	-11	-9	0	-23	26	12	12	6	Cc1cccc(OC(C)C(=O)N2CCc3ccccc3C2)c1 (stereo unspecified)
6	-4	7	-2	-6	-18	19	12	-5	CC(C)N(C(=O)c1ccccc1-c1ccccc1)C(C)C
0	-4	6	1	-3	6	2	-1	-4	Cc1nc(N)nc(OCC(F)(F)C(F)F)c1Br
-1	-3	-1	0	2	-1	3	7	0	Cc1cc2nc(-c3cccnc3SCC(=O)NCc3ccco3)[nH]c2cc1C
4	-4	4	0	1	-8	4	-6	3	CCCn1c(SCC(=O)NNC(=O)c2ccc(OC)cc2)nnc1C(C)C
-6	-6	-4	1	-6	7	12	-20	6	COC(=O)c1ccccc1NC(=O)N1CCN(c2ccccc2F)CC1
14	-7	-6	1	-1	-7	0	-2	9	CCOc1nc(NC(=O)NS(=O)(=O)c2ccccc2F)nc(-c2ccccc2)n1
5	1	-5	7	3	-13	4	-6	1	COc1cccc(CNc2ncc(C(=O)Nc3cc(OC)c(OC)c(OC)c3)c(C)n2)c1
4	0	0	1	1	7	3	4	-1	O=C(CCC(=O)N1CCCCCC1)NCc1ccc(F)cc1
12	-1	12	-2	-8	-2	24	-20	-16	O=C(NC(c1ccccc1)c1ccccc1)c1ccc(Br)o1
9	-5	-2	1	0	-7	9	8	0	COc1ccc(C2/C(=C(/O)c3ccccc3)C(=O)C(=O)N2c2ccccn2)c(OC)c1 (stereo unspecified)
1	10	15	0	-2	-3	5	-7	-3	CCOC(=O)C1CCCN(CC(=O)Nc2c(F)c(F)c(F)c(F)c2F)C1 (stereo unspecified)
-2	-9	-5	1	1	-4	2	-12	4	O=C(N[C@@H]1C/C=C\C[C@H](CC(=O)N(CCO)Cc2ccccc2)C(=O)NC[C@@H](c2ccccc2)OC1=O)OCC1c2ccccc2-c2ccccc21
9	-8	-2	1	-2	-12	4	-4	6	O=C(NC1CCCC1)C(NS(=O)(=O)c1ccc(Br)s1)c1ccccc1 (stereo unspecified)
-15	-7	-14	24	7	8	21	-1	7	COC(=O)C1(CC2CC(c3ccccc3)=NO2)CCN(C(=O)OC(C)(C)C)CC1 (stereo unspecified)
-3	-7	-19	9	-6	5	12	-6	6	C=CCC[C@@H](Cc1ccc(F)cc1)C(=O)OC[C@@H]1CCCN1C(=O)[C@@H](CC=C)CC(=O)N(CCO)Cc1ccccc1
10	-2	5	3	1	7	-1	-3	2	COc1ccc(CCn2c(NN=C(C)C)nc3c2c(=O)[nH]c(=O)n3C)cc1
12	-3	2	1	-3	-12	1	3	-5	CC(C)[C@H](NC(=O)C1CC(=O)N(c2ccc3c(c2)OCO3)C1)C(=O)NC1CCCC1 (stereo partly specified)
-8	-1	-9	3	-2	14	2	-8	-4	COc1ccc(OC)c(NC(=O)CSc2nc3cccnc3n2C)c1
-2	-6	-3	1	-8	-2	1	-9	4	CCOC(=O)c1[nH]c2ccc(OCC)cc2c1NC(=O)CN1CCCC(C)C1 (stereo unspecified)
0	-7	4	1	0	-9	3	-4	-4	CCOC(=O)c1ccc(NC(=S)N2CCN(c3ccccn3)CC2)cc1
0	-14	-9	6	1	14	2	4	-6	COc1ccccc1Oc1ccc(N/C=C/C(=O)c2ccco2)cc1
6	-3	1	1	-4	-10	5	1	-4	O=C1CC(=O)N(Cc2cccs2)C(=O)N1
4	-5	1	1	-1	-5	1	0	-1	Cc1cccn2cc(CCNS(=O)(=O)c3ccc([N+](=O)[O-])cc3)nc12
-2	-1	-3	5	-2	13	5	-12	-1	O=C(NCc1cccs1)C(=O)NCC1OCCCN1S(=O)(=O)c1cc(F)ccc1F (stereo unspecified)
5	-4	3	4	-3	-4	4	-13	7	CCN(CC(=O)Nc1ccccc1OC)CC(=O)Nc1ccccc1C(F)(F)F
1	-3	-4	10	-2	-4	17	-15	-5	CCn1c(=O)c2cc(S(=O)(=O)NC3CCCCC3)ccc2n(CC)c1=O

Remaining list, next part:
CHRM1 PAM	M1 ag	CHRM5 PAM	M4 ag	M5 ag	CHRM1 antagonist	TAAR1 ag	CHRM4 antagonist	CHRM5 antagonist	structure
-5	-4	1	0	0	0	2	11	-5	Clc1ccc2oc(-c3cccnc3NCc3ccccc3)nc2c1
-5	-8	-8	1	-2	3	6	5	10	COc1ccc([N+](=O)[O-])cc1NC(=O)C(C)OC(=O)CC1CCCC1 (stereo unspecified)
-1	-6	1	-2	-1	0	3	-2	0	CN(C)c1cc(N/N=C/c2ccccc2C(F)(F)F)nc(N(C)C)n1
8	-3	4	1	0	-23	5	-2	2	O=C(NC(N1CCOCC1)C(Cl)(Cl)Cl)c1cc([N+](=O)[O-])cc([N+](=O)[O-])c1 (stereo unspecified)
1	-1	-6	0	-1	-2	-1	3	1	CC(C)c1cccc(-c2csc(C(C)(O)c3cccc(F)c3)n2)c1 (stereo unspecified)
-16	-14	-15	0	-5	13	9	18	8	CCN(CC)S(=O)(=O)c1ccc2[nH]cc(C(=O)NCCN3CCCCCC3)c(=O)c2c1
5	-7	-2	0	-3	-14	0	2	-5	OCCC1CN(Cc2cccn2-c2cccnc2)CCN1C1CCCC1 (stereo unspecified)
-2	-4	1	-1	-1	1	2	-2	-10	CC(C)C(CCNC(=O)CC(Cc1ccccc1)c1ccco1)c1ccco1 (stereo unspecified)

TAAR1 ag: hit marks shown above
CHRM1 PAM	M1 ag	CHRM5 PAM	M4 ag	M5 ag	CHRM1 antagonist	TAAR1 ag	CHRM4 antagonist	CHRM5 antagonist	structure
-1	15	-8	5	10	12	37*	11	4	O=S(=O)(Nc1ccccc1)c1ccc(Oc2ncc(C(F)(F)F)cc2Cl)cc1
8	3	2	1	-2	-42	70*	-7	-5	O=C(O)C1CCCCC1C(=O)NCCc1ccc(Cl)cc1 (stereo unspecified)

(listing goes on)
CHRM1 PAM	M1 ag	CHRM5 PAM	M4 ag	M5 ag	CHRM1 antagonist	TAAR1 ag	CHRM4 antagonist	CHRM5 antagonist	structure
5	-6	5	1	1	-13	5	-13	0	COc1ccc2nc(NC(=O)c3ccc(F)cc3)sc2c1
8	-5	-5	2	-1	-8	.	1	4	N#Cc1cc2c(nc1SC1CC(=O)N(c3ccccc3)C1=O)CCC2 (stereo unspecified)
10	-2	6	1	1	-10	-2	-4	2	c1ccc(CSCc2ccccc2)cc1
3	-2	-6	1	0	-8	1	-12	1	CCOC(=O)N1CCC(NC(=O)C2CCCN(S(=O)(=O)c3cccnc3)C2)CC1 (stereo unspecified)
-2	-1	-8	2	-1	11	-3	6	19	O=C(N/N=C/c1ccc2c(c1)OCO2)c1ccc(NC(=O)c2ccc(F)cc2)cc1
2	0	0	1	0	-9	1	2	2	COc1ccc2[nH]c(C(=O)Nc3ncc(C)cc3Br)cc2c1
12	5	0	3	-3	0	-1	-6	2	O=C(NCC(O)c1ccc([N+](=O)[O-])cc1)C(c1ccccc1)c1ccccc1 (stereo unspecified)

Bioassay records as filed in PubChem.
